# CHT block: inhibitors of human choline transporter CHT. Q9GZV3. CHT-expressing cells, membrane potential dye, choline response; stronger effect = lower value. B-score at 10 µM. actives 0.86% (n = 310,000). AID 488975;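 active = B-score over 3 SD under the library average, and starting fluorescence ratio not unusually high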;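 also: choline stimulus applied at its EC90 after an EC20 pre-addition; B-score computed on integrated fluorescence ratio after choline addition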
# Target sequence (Q9GZV3 whole entry, looked up): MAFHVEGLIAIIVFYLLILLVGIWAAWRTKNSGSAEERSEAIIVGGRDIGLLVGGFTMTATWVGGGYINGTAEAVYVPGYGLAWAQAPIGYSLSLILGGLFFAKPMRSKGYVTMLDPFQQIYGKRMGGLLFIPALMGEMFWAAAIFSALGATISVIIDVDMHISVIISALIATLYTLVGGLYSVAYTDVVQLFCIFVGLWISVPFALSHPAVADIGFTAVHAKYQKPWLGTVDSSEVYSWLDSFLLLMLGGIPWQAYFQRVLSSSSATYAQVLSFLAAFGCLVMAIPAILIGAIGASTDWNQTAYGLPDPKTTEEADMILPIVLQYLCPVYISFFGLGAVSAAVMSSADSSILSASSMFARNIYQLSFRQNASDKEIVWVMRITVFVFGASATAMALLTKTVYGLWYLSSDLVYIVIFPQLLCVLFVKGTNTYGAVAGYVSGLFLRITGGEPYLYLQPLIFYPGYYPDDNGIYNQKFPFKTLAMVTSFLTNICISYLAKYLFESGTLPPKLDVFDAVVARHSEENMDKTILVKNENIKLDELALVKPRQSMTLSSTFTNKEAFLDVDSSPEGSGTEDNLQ
# KCNQ2 inh: KCNQ2 potassium channel inhibitors, primary screen, cell-based, CHO-K1, FluxOR thallium flux, B-score (AID 2156) | B-score at 10 µM | 20 min; stronger effect = lower value | actives 1.1% (n = 310,000);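 active = fluorescence ratio B-score at most minus 3 library SDs, with starting brightness B-score within 2 library SDs, cut at about -5.5 in these data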
# * hit, by the source's call; i = inactive; . = not tested or not shown.
SMILES,CHT block,KCNQ2 inh
O=C1c2ccccc2C2(c3cc(C(F)(F)F)cc(C(F)(F)F)c3)NCCN12 (configuration not stated),i,i
CCOC(=O)Cc1csc(NC(=O)CSc2ncnc3c2cnn3-c2ccccc2Cl)n1,.,i
O=C(COC(=O)Cn1cnc2ccccc21)NCCc1ccccc1,i,i
C=CCn1c(SCC(=O)Nc2ccccc2C)nc2sc(C)c(C)c2c1=O,i,i
CCN(CC)c1ccc(NC(=O)CN2CCN(CC(=O)Nc3ccc(F)cc3)CC2)cc1,i,.
O=C(CSc1nc2ccccc2s1)N1CCCCC1,i,i
CC(=O)c1ccc(NC(=O)c2ccc3nc(C)sc3c2)cc1,i,i
COC(=O)c1ccccc1S(=O)(=O)N1CCC(C(=O)OCC(=O)NCC(F)(F)F)CC1,i,i
CCOC(=O)N1CCN(CC(=O)n2c(C)c(C)c3ccccc32)CC1,i,i
O=C(CCc1nnc2ccc(NCc3ccco3)nn12)N1CCN(c2ccccc2F)CC1,i,i
O=C(Cc1ccc(F)cc1)Nc1c(C(=O)N2CCN(c3ncccn3)CC2)oc2ccccc12,i,i
COc1cc(/C=N/N=C(\N)c2nonc2N)cc(OC)c1O,i,i
O=C(CSc1nnc(-c2cc3ccccc3cc2O)n1Cc1ccco1)c1ccc(F)cc1,i,-5.9*
CC(C)CNC(=O)COc1cccc(C(=O)NCc2ccccc2)c1,i,i
O=C(c1cc(F)ccc1F)C1CCCN(C(=O)CSc2ccccn2)C1 (configuration not stated),i,i
CCOc1c(Br)cc(CNc2ncn[nH]2)cc1OC,i,i
CC(Oc1cc2oc(=O)c3c(c2cc1Cl)CCC3)C(=O)NCC1CCC(C(=O)O)CC1 (configuration not stated),i,i
CCOc1ccc(C2=Nn3c(nnc3-c3cccnc3)SC2)cc1,i,i
COC(=O)c1ccc(CSc2n[nH]c(=S)s2)o1,i,i
C=CCNC(=S)NNC(=O)c1csc(C)c1CC,i,i
CSc1ccccc1NC(=O)CN(C)CC(=O)Nc1cc(C)ccc1C,i,i
CCN(CC)CCN1C(=O)C(O)=C(C(C)=O)C1c1ccc(OC)c(OC)c1 (configuration not stated),i,i
CCOc1ccc(Br)cc1S(=O)(=O)Nc1cccc(S(=O)(=O)N(C)c2ccccc2)c1,i,i
CCn1cc(Cl)c(C(=O)N2N=C3/C(=C/c4cccs4)CCCC3C2c2cccs2)n1 (configuration not stated),i,i
Cc1[nH]c(=O)[nH]c(=O)c1S(=O)(=O)N1CCCC(C(=O)N2CCN(c3ccccc3Cl)CC2)C1 (configuration not stated),i,i
Cc1nc2ncnn2c(C)c1Cc1ccccc1Cl,i,i
OCC1(CCc2ccccc2)CCN(Cc2ccccc2Cl)CC1,i,i
Cc1ccc(CN2CC(C(=O)N3CCN(S(=O)(=O)c4c(F)cccc4F)CC3)CC2=O)cc1 (configuration not stated),i,i
O=C(CSc1nc(N2CCCCC2)nc(N2CCCCC2)n1)Nc1nccs1,i,i
COc1cccc(NC(=O)c2ccccc2F)c1,i,.
CCn1cc(C(=O)Nc2ccc(F)c(F)c2)cn1,i,i
CC(C)c1nnc(SCC(=O)NCCC2=CCCCC2)n1N,i,i
CN(Cc1ccncn1)C(=O)CC1C(=O)NCCN1Cc1cccc(Oc2ccccc2)c1 (configuration not stated),i,i
O=C1OCC(c2ccc(Cl)s2)=C1c1ccccc1[N+](=O)[O-],i,i
CCc1cc(=O)oc2cc(C)cc(OC(C)C(=O)NC3CCN(Cc4ccccc4)CC3)c12 (configuration not stated),i,i
Cc1cc(C)cc(Oc2ccc(N)cc2)c1,i,i
CCOC(=O)c1c(NC(=O)CN2C(=O)NC3(CCC(C)CC3)C2=O)sc(C)c1CC (configuration not stated),i,i
CC(=O)Nc1ccc(NC2=C/C(=N/S(=O)(=O)c3cccs3)c3ccccc3C2=O)cc1,i,i
C=CCNC(=S)NC(=O)c1ccc(C)c(Br)c1,i,i
CNCC(O)CN1CCN(c2ccccc2OC)CC1 (configuration not stated),i,i

# 18 structures from above, sorted by SMILES length, highest first:
SMILES,CHT block,KCNQ2 inh
Cc1[nH]c(=O)[nH]c(=O)c1S(=O)(=O)N1CCCC(C(=O)N2CCN(c3ccccc3Cl)CC2)C1 (configuration not stated),i,i
Cc1ccc(CN2CC(C(=O)N3CCN(S(=O)(=O)c4c(F)cccc4F)CC3)CC2=O)cc1 (configuration not stated),i,i
CC(=O)Nc1ccc(NC2=C/C(=N/S(=O)(=O)c3cccs3)c3ccccc3C2=O)cc1,i,i
CCOc1ccc(Br)cc1S(=O)(=O)Nc1cccc(S(=O)(=O)N(C)c2ccccc2)c1,i,i
CCc1cc(=O)oc2cc(C)cc(OC(C)C(=O)NC3CCN(Cc4ccccc4)CC3)c12 (configuration not stated),i,i
CCn1cc(Cl)c(C(=O)N2N=C3/C(=C/c4cccs4)CCCC3C2c2cccs2)n1 (configuration not stated),i,i
CN(Cc1ccncn1)C(=O)CC1C(=O)NCCN1Cc1cccc(Oc2ccccc2)c1 (configuration not stated),i,i
CCN(CC)CCN1C(=O)C(O)=C(C(C)=O)C1c1ccc(OC)c(OC)c1 (configuration not stated),i,i
O=C(CSc1nc(N2CCCCC2)nc(N2CCCCC2)n1)Nc1nccs1,i,i
CSc1ccccc1NC(=O)CN(C)CC(=O)Nc1cc(C)ccc1C,i,i
OCC1(CCc2ccccc2)CCN(Cc2ccccc2Cl)CC1,i,i
CC(C)c1nnc(SCC(=O)NCCC2=CCCCC2)n1N,i,i
COC(=O)c1ccc(CSc2n[nH]c(=S)s2)o1,i,i
C=CCNC(=S)NC(=O)c1ccc(C)c(Br)c1,i,i
C=CCNC(=S)NNC(=O)c1csc(C)c1CC,i,i
CNCC(O)CN1CCN(c2ccccc2OC)CC1 (configuration not stated),i,i
COc1cccc(NC(=O)c2ccccc2F)c1,i,.
Cc1cc(C)cc(Oc2ccc(N)cc2)c1,i,i

# Next part:
SMILES,CHT block,KCNQ2 inh
O=C(c1ccc(Cl)cc1)c1cc([N+](=O)[O-])ccc1N1CCOCC1,i,i
CC(C)NS(=O)(=O)c1ccc(CCC(=O)O)cc1,i,i
COc1ccc2c(c1OC)C(=O)OC2CC(=O)O (configuration not stated),i,i
COc1cc(/C=N\NC(=O)C2C(=O)NCC2c2ccccc2)cc(OC)c1O (configuration not stated),i,i
CCN1CCN(c2ccc(S(=O)(=O)N3CCCCC3)cc2NC(=O)c2ccc([N+](=O)[O-])o2)CC1,i,i
O=C(Nc1ccc(Cl)c(Cl)c1)C1C2C=CC3(O2)C1C(=O)N(CCN1CCCCC1)C3C(=O)NC1CCCCC1 (configuration not stated),i,i
Cc1ccc(C(=O)Nc2ccccc2C(=O)NCC2CCCO2)cc1 (configuration not stated),i,i
CC(C)(CO)Nc1nc(N2CCCC2)nc(N2CCCC2)n1,i,i
COCCCn1c(SCC(=O)Nc2ccc(NC(C)=O)cc2)nc2sc3c(c2c1=O)CCC3,i,i
O=C(O)c1cn[nH]c1-c1cccc([N+](=O)[O-])c1,i,i
S=C(NCCCN1CCOCC1)Nc1ccc(Cl)cc1,i,i
O=C(c1cccs1)N1CCN(C(=O)c2ccco2)c2ccccc2C1,i,i
Cc1[nH]n(-c2ccccc2)c(=O)c1N=Nc1ccccc1C(=O)N1CCOCC1,i,i
COc1ccc2c(CCNC(=O)c3ccco3)c[nH]c2c1,i,i
N#Cc1c(N)nc2c(c1N)CC(C(F)(F)F)O2 (configuration not stated),i,i
CC(O)c1nc2ccccc2n1CCCc1ccccc1 (configuration not stated),i,i
COc1ccccc1NC1=Nc2cccc3cccc1c23,i,i
Cc1ccc(C2(C(F)(F)F)N=C3Sc4cc(C)ccc4N3C(=O)N2)cc1 (configuration not stated),i,i
O=C(COC(=O)CNC(=O)c1cccc([N+](=O)[O-])c1)Nc1ccccc1OC(F)F,i,i
Cc1ccc(CSCCNC(=O)c2cccc([N+](=O)[O-])c2)cc1,i,i
Cc1ccc2c(c1)C1CN(C)CCC1N2C(=O)COc1ccccc1F (configuration not stated),i,i
Cc1c(C(c2ccc(C(=O)O)cc2)c2c(C)n(C)n(-c3ccccc3)c2=O)c(=O)n(-c2ccccc2)n1C,i,i
O=S1(=O)CCOC[C@H](Cc2ccccc2)N1Cc1ccccc1F,i,i
Cc1cc(C)cc(NC(=O)Nc2cnccn2)c1,i,i
C=CCNC(=O)C1CCN(S(C)(=O)=O)CC1,i,i
O=C(Nc1ccncc1)C1CCN(S(=O)(=O)c2ccccc2)CC1,i,i
O=C(NCc1ccccc1)C12CC3CC(CC(C3)C1)C2,i,i
COc1ccc(OC)c(CN(CCN2CCOCC2)C(=O)Nc2ccccc2)c1,i,i
CCc1ccc2[nH]c(=O)c(CN(CCN(C)C)C(=S)NCc3ccco3)cc2c1,i,i
Cc1cccc(C(=O)OCc2cnc(Cl)s2)c1,i,i
O=C(NCCCc1ccccc1)c1ccccc1,i,i
CNC(=O)COC(=O)c1cccc(S(=O)(=O)N2CCN(c3ccc(F)cc3)CC2)c1,i,i
CC12CCC3C(CCC4N(CCO)CCC34C)C1CCC2O (configuration not stated),i,i
CC(Sc1ncnc2sc(-c3ccccc3)cc12)C(N)=O (configuration not stated),i,i
Cc1nc2sc(C(c3ccco3)N3CCN(c4ccccc4F)CC3)c(O)n2n1 (configuration not stated),i,i
CC(=O)C1=C(C)NC(SCC(=O)c2ccc(Cl)cc2)=C(C#N)C1CC(C)C (configuration not stated),i,i
O=c1cnnc(N/N=C/c2ccc3c(c2)OCO3)[nH]1,i,i
N#C/C(=N\Nc1ccc(Cl)c(Cl)c1)C(=O)C1CC1,i,i
Cc1cc(/C(N)=N/OC(=O)Nc2ccccc2)no1,i,i
CN(C)CCSc1nc(-c2ccccc2)nc2c1CCC2,i,i

# Compound profiles (already shown). Order of screens: CHT block	KCNQ2 inh
# `Cc1cc(/C(N)=N/OC(=O)Nc2ccccc2)no1` as listed: i	i
# `CC12CCC3C(CCC4N(CCO)CCC34C)C1CCC2O` (configuration not stated) as listed: i	i

# (list continues)
SMILES,CHT block,KCNQ2 inh
NS(=O)(=O)c1ccc(-n2cccc2C=O)cc1,i,i
CC(C)(C)c1cc(CN2CCN(CCC#N)CC2)cc(C(C)(C)C)c1O,i,i
c1cc(-c2n[nH]c(-c3ccncc3)n2)ccn1,i,i
CCCCn1c(N)c(N(CCOC)C(=O)COc2c(C)cccc2C)c(=O)[nH]c1=O,i,i
CCC1CCCCN1CCCNC(=O)c1ccc2c(c1)NC(=O)CS2 (configuration not stated),i,i
COCCNC(=O)C(c1ccc(O)cc1)N(C(=O)CCC(=O)Nc1nccs1)c1cccc(C)c1 (configuration not stated),i,i
COc1ccc(Nc2ccccc2)c(C)c1,i,i
CCCNc1c(N)n(-c2ccccc2)c(=O)[nH]c1=O,i,i
OCc1nc2ccccc2n1CCCCOc1ccccc1,i,i
CC(=O)c1ccc(NC(=O)C(C)N2CCN(C/C=C/c3ccccc3)CC2)cc1 (configuration not stated),i,i
C#C[C@]1(O)CCC2C3CCC4=CC(=O)CC[C@@H]4C3CC[C@@]21C (some centres not stated),i,i
COc1ccc(Nc2nc(N)nc(CSc3nnc(C)s3)n2)cc1,i,i
C=CCOc1c(Br)cc(C2NC(=O)NC(C)=C2C(C)=O)cc1OCC (configuration not stated),i,i
Cc1sc2nc3ccc(N4CCCC4)nn3c(=O)c2c1C,i,i
CCOC(=O)c1c(O)cc(C)[nH]c1=O,i,i
CSc1ccc(/C=C/C(=O)NC(=O)c2ccccc2O)cc1,i,i
CCCn1nnnc1NCc1ccc(SC)cc1,i,i
Cc1ccc2c(C(=O)CN3CC(C)CC(C)C3)c(C)[nH]c2c1 (configuration not stated),i,i
CCc1ccccc1N1C(=O)C2C3CC(=O)C(c4ccccc43)C2C1=O (configuration not stated),i,i
CCCN1CCN(CCCNC(=S)Nc2ccc3nc(N4CCN(CC)CC4)cc(C)c3c2)CC1,-6.7*,i
CCOc1ccc(NC(=O)c2cc(C)nc3ccccc23)cc1,i,i
CSc1sc(-c2ccnc(SCCS(C)(=O)=O)n2)c(-c2ccccc2)c1C#N,i,i
CCOC(=O)c1c(C)[nH]c(C(=O)CSc2nnc(Nc3ccccc3F)s2)c1C,i,i
CCN(Cc1ccccc1)CC(O)COC(c1ccc(OC)cc1)c1ccc(OC)cc1 (configuration not stated),i,i
CCOC(=O)C1CCCN(Cc2c(Cl)cccc2Cl)C1 (configuration not stated),i,i
Cc1cc(NC(=O)CNC(=O)C2CCCCC2)no1,i,.
Clc1ccc(-c2nnc3sc(-c4ccc(Br)o4)nn23)cc1,i,.
CC(C)OCCCNC(=O)c1cn(C)c2ccc(S(=O)(=O)N(C)C3CCCCC3)cc2c1=O,i,i
CCc1ccc(CNC(=O)C(=O)NCCc2ccc(OC)c(OC)c2)cc1,i,i
CCN(CC)c1nc2n(c(=S)n1)CCS2,i,i
COc1cc(S(=O)(=O)N2CCN(c3ccccc3F)CC2)c(OC)cc1Cl,i,i
CCCn1c(NC(=O)c2ccc(C)cc2)nc2ccccc21,i,i
COc1ccc(N(CC(=O)Nc2ccc3c(c2)OCCO3)S(=O)(=O)c2c(C)nn(C)c2C)cc1,i,i
Cc1ccc(S(=O)(=O)N2CCC(=O)N(CCOC(=O)Nc3cccc(Cl)c3)CC2)cc1,i,i
CC1(C)Cc2c(ccc3ccccc23)/C(=C/C#N)N1,i,i
CCOC(=O)Cc1cc(=O)n2[nH]c(-c3ccccc3)cc2n1,i,i
C=C(C(=O)c1ccccc1)C(C)C(=C)C(=O)c1ccccc1,i,i
CSc1c(CC(=O)Nc2ccccc2C(F)(F)F)n(Cc2ccccc2)c2ccccc12,i,i
O=C(CCc1nnc2ccc(NCc3ccccc3Cl)nn12)NC1CCCCC1,i,i
Cc1ccc(OCC(=O)Nc2ccc3c(c2)OCCO3)cc1C,i,i
Cc1cccc(/C=C/c2onc(C)c2S(=O)(=O)N2CCC(C(=O)NC(C)(C)C)CC2)c1,i,i
NC(=O)CSC1=Nc2ccccc2C2=NC(c3ccccc3)C(=O)N12 (configuration not stated),i,i
CC1(C)Nc2ccccc2N(Cc2ccc([N+](=O)[O-])cc2)C1=O,i,i
CCOc1ccc2nc(NC(=O)c3ccc(OC)c(S(=O)(=O)N4CCOCC4)c3)sc2c1,i,i
COc1ccc(CN=C(C)c2c(C(F)(F)F)[nH]n(-c3nc4ccccc4s3)c2=O)cc1,i,i

# Screens (PubChem)
